# From PubChem
# ADAM10 inh – inhibits human ADAM10. inhibition, % at 7 µM. hit rate 0.62% among 370,000. O14672. AID 720582. recombinant ADAM10, EDANS/DABCYL FRET peptide cleavage, 3 h;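 active means inhibition above a per-campaign cutoff equal to the mean of compounds falling between control-based bounds plus 3 SD, cut at about 20% in these data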;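 further: 0% = DMSO wells while the 100% control is not disclosed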
# ARFGAP1 inh – inhibitors of rat ARFGAP1; Arfgap1-stimulated ARF1 GTP hydrolysis, GDP FP detection; Q62848; inhibition, % at 16.5 µM; AID 651572; hit rate 0.26% among 360,000;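 active means inhibition above a per-plate limit, mean inhibition of low control wells plus 3 SD, cut at about 25% in these data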;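 further: 0% = DMSO wells with enzyme and 100% = wells lacking Arfgap1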
#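 System: truncated rat Arfgap1 GAP domain / Benchmarks: high control wells lacking Arfgap1, low control full reaction with DMSO / Times: compound-enzyme preincubation 20 min, reaction 120 min, detection 60 min, 25 °C / Repeats: one replicate per compound / Also added: human ARF1(Δ1-17)-GTP substrate / Measured by: Tracer-displacement fluorescence polarization with EDTA stop, 620/688 nm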
# DDE Tn7 FP inh – DD(E)-Tn7 binding inhibition, primary FP screen; hit rate 0.13% among 370,000; P02675; inhibition, % at 8.3 µM; FP displacement of FITC-Tn7 peptide from fibrin DD(E); 0% = median of compound wells per plate;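 active means inhibition above the mean of compounds falling within the control limits plus 3 SD of them, cut at about 14% in these data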;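 further: 0% = plate median of compound wells and 100% = 10 µM Aha-Tn7 peptide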
#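 Also added: labelled Tn7 tracer, 0.1 µM; Assay system: human fibrin DD(E) protein; Amount: 2 µM fibrin DD(E); Schedule: 10 min compound pre-incubation, 3 h probe incubation at room temperature; Repeats: one replicate per compound; Read-out basis: percent inhibition; Measured by: fluorescence polarization of the labelled Tn7 tracer.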
# SIAE inh – blocks human sialic acid acetylesterase; Q9HAT2; SIAE FP-Rh probe binding, fluorescence polarization; inhibition, % at 9.66 µM; hit rate 0.69% among 370,000; AID 1053197;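 active means inhibition above a cutoff: mean of compounds within the control limits plus 3 SD of those, cut at about 17% in these data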;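 further: 0% = plate median of compound wells and 100% = probe without SIAE protein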
# ASAP1 inh – ASAP1 ArfGAP inhibition; Q9ULH1; ASAP1-stimulated ARF1 GTP hydrolysis, GDP FP detection; inhibition, % at 16.5 µM; hit rate 0.19% among 360,000; AID 624377; in the data active means inhibition above about 25%;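 further: 0% = vehicle with enzyme and substrate and 100% = no enzyme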
# PLCb3 inh – blocks human PLC-beta3 enzyme activity; AID 720704; inhibition, % at 12.2 µM; Purified PLC-beta3, fluorogenic substrate, fluorescence; hit rate 0.18% among 370,000; Q01970; in the data active means inhibition above about 11%;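 further: 0% = median of compound wells on plate and 100% = full blocker control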
# Target sequence (Q01970 whole entry, looked up): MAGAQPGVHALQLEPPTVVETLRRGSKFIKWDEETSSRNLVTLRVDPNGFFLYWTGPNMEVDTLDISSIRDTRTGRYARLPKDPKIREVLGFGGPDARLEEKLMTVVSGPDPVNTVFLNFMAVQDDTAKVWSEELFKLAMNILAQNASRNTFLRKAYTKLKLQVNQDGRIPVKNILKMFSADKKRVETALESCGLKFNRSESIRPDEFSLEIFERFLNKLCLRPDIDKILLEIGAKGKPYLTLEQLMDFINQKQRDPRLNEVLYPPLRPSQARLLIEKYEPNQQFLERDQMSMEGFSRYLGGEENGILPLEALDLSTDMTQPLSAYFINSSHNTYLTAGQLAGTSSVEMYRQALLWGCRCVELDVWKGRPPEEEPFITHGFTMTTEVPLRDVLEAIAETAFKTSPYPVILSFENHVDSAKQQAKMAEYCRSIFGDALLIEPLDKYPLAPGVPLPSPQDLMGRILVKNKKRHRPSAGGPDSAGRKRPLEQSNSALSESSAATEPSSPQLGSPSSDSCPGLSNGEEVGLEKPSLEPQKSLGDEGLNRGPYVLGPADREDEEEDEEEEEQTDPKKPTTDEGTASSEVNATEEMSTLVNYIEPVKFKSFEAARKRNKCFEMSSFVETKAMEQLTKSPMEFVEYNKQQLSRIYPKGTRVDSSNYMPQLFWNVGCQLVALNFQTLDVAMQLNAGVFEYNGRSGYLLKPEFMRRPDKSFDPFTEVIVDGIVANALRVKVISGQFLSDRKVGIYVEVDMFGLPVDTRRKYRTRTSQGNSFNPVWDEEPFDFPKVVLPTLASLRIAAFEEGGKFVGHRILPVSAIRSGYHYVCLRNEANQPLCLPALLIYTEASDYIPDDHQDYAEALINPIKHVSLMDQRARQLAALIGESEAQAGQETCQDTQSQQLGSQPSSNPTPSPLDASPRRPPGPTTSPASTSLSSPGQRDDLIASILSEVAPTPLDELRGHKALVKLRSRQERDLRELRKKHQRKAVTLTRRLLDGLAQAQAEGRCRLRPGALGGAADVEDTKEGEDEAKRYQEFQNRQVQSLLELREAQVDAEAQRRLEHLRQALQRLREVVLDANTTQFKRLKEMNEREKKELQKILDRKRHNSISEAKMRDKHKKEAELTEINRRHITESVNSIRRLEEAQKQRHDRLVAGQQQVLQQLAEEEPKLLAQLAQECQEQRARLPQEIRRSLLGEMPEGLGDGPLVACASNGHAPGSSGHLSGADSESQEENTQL
# PLC-gamma1 inh – PLC-gamma1 (human) inhibition, primary screen. hit rate 0.84% among 370,000. purified PLC-gamma1, fluorogenic substrate, fluorescence. inhibition, % at 12.2 µM. AID 720700. P19174; in the data active means inhibition above about 9.5%
# TDP2 absorb – TDP2 (human) inhibition, absorbance primary screen; O95551; recombinant TDP2, T5PNP hydrolysis, p-nitrophenol absorbance 415 nm; inhibition, % at 12.8 µM; hit rate 0.34% among 370,000; AID 720702;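 active means inhibition above the mean of all tested compounds plus 3 SD, set per campaign, cut at about 25% in these data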;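 further: 0% = DMSO with enzyme and 100% = buffer with substrate but no TDP2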
#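 Incubation: 2 h at 37 °C; Test system: recombinant human TDP2; Quantity: enzyme 120 nM; Read-out basis: percent inhibition; Medium: 50 mM Tris-HCl pH 7.5 with Mg2+, KCl, DTT, BSA; Repeats: single replicate; Compound: 12.8 µM single point, 1% DMSO; Signal: epi absorbance; Reagent: 5 mM T5PNP chromogenic substrate; Benchmarks: no-enzyme high, DMSO-plus-enzyme low.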
# Tn6 DDE FP – DD(E)-Tn6 binding inhibition, primary FP screen; P02675; Fibrin DD(E) TRITC-Tn6 fluorescence polarization displacement; inhibition, % at 8.3 µM; hit rate 0.21% among 370,000;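 active means inhibition above a per-campaign cutoff: mean of compounds within control limits plus 3 SD, cut at about 15% in these data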;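 further: 0% = median of all compound wells on the plate and 100% = blocking peptide control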
# ADAM17 inh – ADAM17 inhibition, QFRET primary screen; hit rate 0.83% among 370,000; P78536; recombinant ADAM17, EDANS/DABCYL FRET peptide cleavage; inhibition, % at 6.95 µM;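 active means inhibition above the mean of compounds lying between control limits plus 3 SD, set per campaign, cut at about 8.5% in these data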;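 further: 0% = DMSO-only wells as the low control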
# Active calls of the source: *; i = inactive; . = not tested or not shown.
SMILES,ADAM10 inh,ARFGAP1 inh,DDE Tn7 FP inh,SIAE inh,ASAP1 inh,PLCb3 inh,PLC-gamma1 inh,TDP2 absorb,Tn6 DDE FP,ADAM17 inh
O=C(NN=C1CCCC1)c1sc2ccccc2c1Cl,-1,8,-10,0,10,-12,-5,-18,3,0
Cc1cc(CN(C)C(=O)c2cc(COc3ccc(C)c(C)c3)on2)on1,-5,5,3,4,15,-9,-2,3,8,-3
COc1cccc(OC)c1-c1nn(-c2ncc(C(F)(F)F)cc2Cl)c(=O)o1,4,1,-2,-4,4,-6,-1,0,-2,-2
COc1ccc(C)cc1NC(=O)CSc1ccc(-c2ccco2)nn1,-5,-5,-2,-1,2,-6,-2,-7,-1,0
O=S(=O)(c1ccccc1)[C@@]1(c2ccc(Br)cc2)C[C@@H]2ON=C(c3ccccc3)[C@@H]2C1,7,-6,-7,-5,15,6,7,-10,0,6
COC(=O)c1ccc(COc2ccc(F)cc2)o1,-7,-6,0,-2,-8,0,1,20,3,-1
O=C(COc1ccccc1[N+](=O)[O-])Nc1ccc2c(c1)OCO2,-3,-1,0,2,3,-3,1,7,5,0
CCCCCCCCN1C(=O)[C@@H](CC(=O)N2CCN(C(=O)OCC)CC2)C[C@@]2(C(=O)OC)C1=C[C@H](C(C)(C)C)O[C@@H]2C,-2,-7,2,5,7,7,-1,-2,11,-1
O=C(CSc1nc(-c2ccccc2)nc2c1CCCC2)N1CCOCC1,5,9,-6,1,6,3,3,-1,4,-1
CNc1oc(/C=C/c2ccccc2)nc1C#N,i,-6,-5,9,3,i,i,11,0,i
O=C(COc1ccc(F)cc1)N1CCCc2ccccc21,0,-14,1,-5,-1,-6,-1,9,-1,-2
COc1cc(C(=O)N2CCCC(C)(C(=O)NS(=O)(=O)C3CC3)C2)cc(OC)c1OC (stereo not drawn),-13,-9,-5,-6,3,-4,5,0,-14,-4
O=S(=O)(NC(=NC1CCCCC1)c1ccccc1)c1ccccc1,-10,-14,-3,-3,14,-6,-1,4,-4,-4
O=C(c1ccco1)N1CCN(c2ncnc3c2cnn3-c2ccccc2)CC1,3,-4,0,8,-4,-1,0,-1,4,-3
CC(=NCCCn1ccnc1)c1c(-c2ccccc2)[nH]n(-c2nc3ccccc3s2)c1=O,-4,4,0,2,4,-4,0,-4,6,-7
Cc1ccc(NS(=O)(=O)c2ccc(CCC(=O)NC3CC3)cc2)cc1,-4,-7,-3,-7,0,0,0,-5,0,-3
O=C(Oc1ccc2c(c1)OCC2=O)c1ccc(Cl)cc1,-10,12,9,-5,2,-21,-15,-6,3,1
CC1(C)Oc2ccc3ccc(=O)oc3c2/C(=C/Nc2cccc(O)c2)C1=O,-11,-2,3,1,1,-12,-7,9,-12,-4
CCCn1c(=S)[nH]c2cc(Cl)ccc21,3,0,8,1,5,-13,-2,0,-3,-6
COc1ccc(S(=O)(=O)N2CCCCC2)cc1NC(=O)CN1CCN(C(C)=O)CC1,-2,5,-3,6,-9,5,4,-1,-6,1
CCCCC(=O)NC1=C(C(=O)OC)SCC1,5,3,0,7,9,-1,-3,13,0,6
CCc1ccc(/C(C)=N/NC(=O)c2ccccn2)cc1,-10,4,-2,9,1,-3,4,-6,-6,-8
CCc1nonc1NC(=O)c1oc2ccc(Cl)cc2c1C,-7,2,3,-1,-6,0,-2,13,-4,-3
CCOC(=O)c1c(NC(=O)c2cc(-c3ccc(O)cc3)on2)sc(C(C)=O)c1C,-7,-4,-2,3,1,0,1,4,-9,0
Cc1cc2cc(CNC(=O)C3CC3)ccc2n1C,-23,-3,4,-4,-4,-53,-42,12,11,-11
COc1n[nH]c(C(=O)Nc2cc(F)ccc2C)c1[N+](=O)[O-],3,-2,-4,4,1,2,2,8,-9,2
CN(C(=O)c1cccc(S(=O)(=O)N2CCCCC2)c1)C1CCS(=O)(=O)C1 (stereo not drawn),2,-5,3,-2,3,-13,-3,2,3,2
O=C(NCCc1c[nH]c2ccccc12)OCc1cn(Cc2cccc(F)c2)nn1,-2,.,2,0,.,-1,-1,-3,0,2
CC(=O)c1cccc(NC(=O)N2CCCC2C(=O)Nc2cccc(C)c2)c1 (stereo not drawn),1,-13,4,9,9,-5,-3,3,-5,-8
COc1ccc(C2C3=C(CCCC3=O)N(CC(=O)O)C3=C2C(=O)CCC3)cc1Br,i,-6,10,0,6,i,i,-9,0,-496
COc1ccc(C2Nc3ccccc3C(=O)N2NC(C)=O)c(OC)c1 (stereo not drawn),i,-4,-5,6,-3,i,-444,10,0,-285
COC(CNC(=O)c1cn(C)c2ccc(S(=O)(=O)N(C)C3CCCCC3)cc2c1=O)OC,0,6,1,1,-13,-5,3,13,-3,2
Cc1ccc(C(=O)NC2CCS(=O)(=O)C2)cc1S(=O)(=O)N1CCCC1 (stereo not drawn),8,8,-1,-2,3,-2,0,9,-5,-5
Cc1ccc(-c2nnn(CC(=O)N(c3cnc4ccccc4c3)C(C(=O)NC3CCCC3)c3ccncc3)n2)o1 (stereo not drawn),-11,3,-4,-3,4,-15,-10,-4,6,1
CC(c1nnc(SCC(=O)NC(=O)NCc2ccco2)n1-c1ccc(Cl)cc1)N(C)C (stereo not drawn),-2,15,1,-6,-6,-9,-3,-15,-20,0
O=C1c2ccncc2C(=O)N1C1CCCCC1,10,-3,-1,16,-6,6,7,1,-5,-1

# Another view of 6 compounds above:
SMILES	ADAM10 inh	ARFGAP1 inh	DDE Tn7 FP inh	SIAE inh	ASAP1 inh	PLCb3 inh	PLC-gamma1 inh	TDP2 absorb	Tn6 DDE FP	ADAM17 inh
CCOC(=O)c1c(NC(=O)c2cc(-c3ccc(O)cc3)on2)sc(C(C)=O)c1C	-7	-4	-2	3	1	0	1	4	-9	0
Cc1cc2cc(CNC(=O)C3CC3)ccc2n1C	-23	-3	4	-4	-4	-53	-42	12	11	-11
COc1n[nH]c(C(=O)Nc2cc(F)ccc2C)c1[N+](=O)[O-]	3	-2	-4	4	1	2	2	8	-9	2
CN(C(=O)c1cccc(S(=O)(=O)N2CCCCC2)c1)C1CCS(=O)(=O)C1 (stereo not drawn)	2	-5	3	-2	3	-13	-3	2	3	2
O=C(NCCc1c[nH]c2ccccc12)OCc1cn(Cc2cccc(F)c2)nn1	-2	.	2	0	.	-1	-1	-3	0	2
CC(=O)c1cccc(NC(=O)N2CCCC2C(=O)Nc2cccc(C)c2)c1 (stereo not drawn)	1	-13	4	9	9	-5	-3	3	-5	-8

# The list goes on:
SMILES,ADAM10 inh,ARFGAP1 inh,DDE Tn7 FP inh,SIAE inh,ASAP1 inh,PLCb3 inh,PLC-gamma1 inh,TDP2 absorb,Tn6 DDE FP,ADAM17 inh
S=C(Nc1ccc(CN2CCCCC2)cc1)Nc1cccc(Cl)c1Cl,-10,-5,2,3,3,-5,0,-2,1,-4
Cc1ccccc1-c1nnc2c3ccccc3c(C)nn12,-11,5,0,-1,0,-9,0,-13,-3,-11
Cc1ccc(-c2cnc(C(O)c3cc(F)cc(Cl)c3)[nH]2)cc1 (stereo not drawn),5,12,-5,2,13,-2,-1,0,1,0
CCCCSc1nc(C)c(CC(=O)O)c(=O)[nH]1,1,-2,2,-3,-1,1,-2,8,0,-5
C#CCOCCOCCOCCNc1nc(N2CCN(C(=O)C([C@@H](C)CC)n3cc(C(N)COC(=O)C(F)(F)F)nn3)CC2)nc(N2CCN(C(=O)C([C@@H](C)CC)n3cc(C(N)CC(C)C)nn3)CC2)n1 (stereo partly drawn),-1,-10,-4,13,-8,1,4,5,-2,0
O=C(c1oc(=O)c2ccccc2c1-c1ccccc1)N1CCOCC1,0,7,-8,-3,4,3,2,6,1,-2
COC(=O)[C@]12CCCCC=C1N(Cc1ccc3c(c1)OCO3)C(=O)[C@H](CC(=O)NCc1cccc(C(F)(F)F)c1)C2,5,1,-3,-1,3,0,1,-5,-5,4
Cc1ccc(S(=O)(=O)N/N=C\c2cn(-c3ccccc3)nc2-c2ccccc2)cc1,10,6,-2,-61,2,-3,-1,-8,0,6
C#CCNC(=O)C[C@@H]1C(=O)N2CCCC3=C2[C@@]1(C(=O)OCC)CCC3,-11,.,-2,-5,.,5,5,-1,-7,-9
Cc1ccc(C(=O)CSc2nnc(-c3c[nH]c4ccccc34)o2)cc1,6,-3,-2,-2,11,-1,-2,10,2,-2
c1nc2sc3c(c2c2nnnn12)CCC3,-200,1,1,2,-18,-43,-36,2,-9,-41
Cc1cc(=O)oc2c3c(cc(OCC(=O)NC(Cc4ccc(Cl)cc4)C(=O)O)c12)OC(C)(C)CC3 (stereo not drawn),i,-4,0,-3,6,i,i,-3,14,i
COc1cccc(C2=Cc3ccc(F)cc3C(CC(C)=O)N2c2ccc(-c3cncnc3)cc2)c1 (stereo not drawn),-76,-4,1,-1,-5,-82,-53,2,9,-19
O=S(=O)(NCc1ccccc1Cl)c1cccs1,0,-1,1,-3,-9,7,0,-13,-8,2
Cc1cc(C)c(OCC(=O)OCC(=O)N(C)C2CCS(=O)(=O)C2)c(C)c1 (stereo not drawn),3,1,2,9,-17,1,0,-1,12,-1
C=CCNC(=S)NNC(=O)c1ccc2c(c1)OCO2,-1,2,0,2,8,-1,-3,9,1,-3
COc1cc(C(c2sc3nc(C)nn3c2O)N2CC(C)CC(C)C2)cc(OC)c1OC (stereo not drawn),-5,6,-2,-3,0,3,0,6,-2,0
O=C1/C(=C/c2ccco2)SC(=S)N1c1cccnc1,-1,-6,2,-2,-13,-18,12*,4,3,-1
Oc1ccccc1C(Nc1nccs1)c1ccc2cccnc2c1O (stereo not drawn),20*,8,-1,13,-4,-17,-11,-17,-8,8
COc1ccc(Cl)cc1Nc1nc(Cl)nc(NCCO)n1,-6,0,-6,5,-3,3,0,4,0,1
CCOC(=O)c1nnn(-c2nonc2N)c1CN(CC)CC,-19,-12,-1,-8,-3,0,0,-3,3,-4
CCOc1cc(C)c(C(C)C)cc1S(=O)(=O)n1ccc(C)n1,7,5,-6,-1,-3,3,2,3,0,-1
Cc1ccnc(-n2c(C)cc(C=O)c2C)c1,4,9,1,2,-7,-1,-3,0,1,0
Cc1ccc(NC(=O)COc2cccc(-n3cnnn3)c2)cc1S(=O)(=O)N1CCOCC1,-11,-14,-4,0,11,-7,-3,9,4,-4
NC1=NC(=O)C(Cc2cccc(Cl)c2)S1 (stereo not drawn),-4,-9,3,-1,16,-1,1,7,4,-5
NCC(c1ccccc1Cl)c1c[nH]c2ccccc12 (stereo not drawn),-1,-2,2,7,-2,-4,0,1,1,0
